Bioassay records deposited in PubChem by several laboratories.
BoNT A protease – blocks Botulinum neurotoxin A light chain protease; multiplex microsphere protease substrate cleavage, flow cytometry; inhibition, % at 10 µM; 360,000 tested, 0.17% active; AID 588499; in the data active = inhibition above about 30%; inconclusive = no clear call, values can overlap the other calls; note: plate controls were buffer without enzyme for full effect and enzyme alone for no effect
FadD28 binding – blocks FadD28 binding to the bisubstrate probe. fluorescence polarization. inhibition, % at 12.5 µM. 360,000 tested, 0.22% active; in the data active = inhibition above about 8.5%, passing the limit was not always enough; inconclusive = no clear call, values can overlap the other calls
CCHFV vOTU inh – blocks the CCHF virus ovarian tumor domain protease; CCHFV vOTU protease, Pep-AMC fluorescence; inhibition, % at 11.5 µM; 370,000 tested, 0.55% active; AID 651958; note: 0% = vehicle wells with enzyme and 100% = no enzyme wells
PrPC surface inh – inhibitors of human cell surface prion protein PrPC. P04156. TR-FRET read-out. inhibition, % at 13.8 µM. 370,000 tested, 0.43% active. AID 720596; in the data active = inhibition above about 24%; note: 0% = median of the test wells and 100% = reference compound wells
UGM FP inh – blocks M. tuberculosis UGM enzyme; purified UGM, fluorescence polarization probe displacement; inhibition, % at 10 µM; 320,000 tested, 0.06% active; in the data active = inhibition above about 10%, passing the limit was not always enough; inconclusive = no clear call, values can overlap the other calls
Target sequence (P9WIQ1 whole entry, looked up): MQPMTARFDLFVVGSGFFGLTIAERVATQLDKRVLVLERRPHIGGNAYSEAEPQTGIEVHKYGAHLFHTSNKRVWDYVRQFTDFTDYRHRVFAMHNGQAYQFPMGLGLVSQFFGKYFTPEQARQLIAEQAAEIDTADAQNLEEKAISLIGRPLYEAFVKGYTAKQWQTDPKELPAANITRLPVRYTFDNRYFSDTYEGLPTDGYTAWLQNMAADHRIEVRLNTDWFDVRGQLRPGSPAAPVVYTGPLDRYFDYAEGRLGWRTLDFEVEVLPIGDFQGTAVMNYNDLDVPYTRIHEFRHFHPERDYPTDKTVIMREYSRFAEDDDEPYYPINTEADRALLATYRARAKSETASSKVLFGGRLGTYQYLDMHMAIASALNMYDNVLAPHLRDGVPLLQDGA
BioA inh – BioA (M. tuberculosis) enzyme inhibition; purified M. tuberculosis BioA enzyme, plate reader; inhibition, % at 9.99 µM; 360,000 tested, 0.096% active; in the data active = inhibition above about 40%; inconclusive = no clear call, values can overlap the other calls
BoNT-F LC inh – BoNT F light chain protease inhibition. Multiplex microsphere protease cleavage assay, flow cytometry. inhibition, % at 10 µM. 360,000 tested, 0.22% active; in the data active = inhibition above about 35%, passing the limit was not always enough; inconclusive = no clear call, values can overlap the other calls; note: plate controls were buffer without enzyme for full effect and enzyme alone for no effect
FBA Mtb inh – Mtb fructose-bisphosphate aldolase inhibition; purified M. tuberculosis FBA, fluorescence read-out; 360,000 tested, 2.3% active; inhibition, % at 1 µM; P9WQA3; AID 588726; in the data active = inhibition above about 27%;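 note: 0% = vehicle and 100% = reference inhibitor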
Target sequence (P9WQA3 whole entry, looked up): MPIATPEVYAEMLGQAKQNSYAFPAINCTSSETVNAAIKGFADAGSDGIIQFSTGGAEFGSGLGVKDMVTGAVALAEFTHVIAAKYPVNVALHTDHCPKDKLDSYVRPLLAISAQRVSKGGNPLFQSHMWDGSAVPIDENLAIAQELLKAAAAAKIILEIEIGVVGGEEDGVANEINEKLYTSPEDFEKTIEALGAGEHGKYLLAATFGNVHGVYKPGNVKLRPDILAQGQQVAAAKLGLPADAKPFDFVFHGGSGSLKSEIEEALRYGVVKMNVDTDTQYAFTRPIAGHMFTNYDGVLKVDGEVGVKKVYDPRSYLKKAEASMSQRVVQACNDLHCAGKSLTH
GDH-TPI counter – counter-screen for M. tuberculosis FBA inhibitors: GDH-TPI coupled enzymes; 360,000 tested, 1.2% active; inhibition, % at 4.8 µM; GDH-TPI coupled enzyme counterscreen, NADH absorbance;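 note: 0% = DMSO wells and 100% = wells lacking the enzyme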
Numbers without * were called inactive; ? = inconclusive; nt = no result given; & = joins results of further samples. Cut-off read from the data, not from the text of the source, unless noted: active = inhibition above about 30%; inactive = the rest.

SMILES	BoNT A protease	FadD28 binding	CCHFV vOTU inh	PrPC surface inh	UGM FP inh	BioA inh	BoNT-F LC inh	FBA Mtb inh	GDH-TPI counter
CCOc1ccc(C(C)=O)cc1Cn1c(=O)oc2ccccc21	-1.4	nt	3	4	0.0	10	-15	2	-4
CC(C)(C)NC(=O)COC(=O)CCC(=O)c1cccs1	-1.3	-0.4	1	2	0.4	nt	-2	6	8
CC(=O)c1cccc(NC(=O)COC(=O)[C@@H](NC(=O)OCc2ccccc2)C(C)C)c1	-0.3	-5.4	-4	5	-1.9	6.0	6	0	2
OCCC1CN(Cc2ccc(F)cc2Cl)CCN1CCc1ccccc1 (configuration not stated)	3.4	0.1	5	-4	2.4	0.5	?	-1	2
CCCc1nc2cc(Cl)c([N+](=O)[O-])cc2o1	-0.1	-3.6	-7	-9	-1.2	nt	-2	-6	0
Cc1nc(SCC#N)c2c3c(sc2n1)CCC3	0.7	-1.6	12	-4	-5.1	0.7	-17	1	5
C=CCNC(=O)C(C)Sc1ccc(Cl)cc1 (configuration not stated)	0.2	-1.3	14	5	-1.4	-1.2	-3	-1	6
COc1ccc(C)cc1N(CC(=O)NCCN1CCOCC1)S(=O)(=O)c1ccccc1	0.3	-0.2	21	-3	-0.9	nt	3	2	-2
CC(CNc1nc2ccccc2n2cnnc12)c1ccccc1 (configuration not stated)	-0.1	-2.8	4	11	-1.5	3.9	-20	5	-3
O=C(NCCc1ccc(Cl)cc1)C1CCN(C(=O)c2sccc2-n2cccc2)CC1	0.0	-3.0	-1	-4	3.2	nt	3	1	10
O=C(Oc1ccc(-c2ccccc2)cc1)N1CCOCC1	?	-2.5	-17	-5	0.0	-0.6	-2	4	0
CCOC(=O)C1=CN(Cc2cccc(Br)c2)S(=O)(=O)NC1C (configuration not stated)	0.2	-1.6	6	0	nt	0.9	1	2	-5
O=[N+]([O-])c1ccc(CN2CCSCC2)cc1	0.4	-7.2	-4	-3	3.6	nt	-1	1	5
CCN(CC)C(=O)CN(c1cccc(OC)c1)S(=O)(=O)c1ccc(C)cc1	-0.7	1.1	0	-4	-1.5	-0.6	-10	4	2
COc1ccc(N=Nc2ccc(N)nc2N)cc1	-0.1	-3.7	7	-12	0.6	0.0	-29	-20	1
Cc1ccc(C(=O)NCCCn2ccnc2)cc1C	5.9	-1.5	6	8	-2.4	-1.3	?	2	9
Cc1cc(Oc2ccc(C(C)(C)C)cc2)nc(N2CCOCC2)n1	-0.1	-4.3	2	-8	0.5	-0.7	-4	-6	-15
CN(C)C(CNC(=O)Nc1cccc(Cl)c1)c1cccnc1 (configuration not stated)	0.1	-1.7	4	-2	0.5	-0.3	7	-3	-4
O=C(CSc1nc(C2CCCCC2)n(-c2ccccc2)n1)NCCN1C(=O)CSC1=O	1.1	-4.5	15	1	4.2	1.6	-5	-9	-8
CCC(C)n1nnc2c(=O)oc3ccccc3c21 (configuration not stated)	0.4	-0.7	nt	nt	-0.8	0.0	-1	3	2

13 of the compounds above, with values under each structure:
Each structure is followed by: BoNT A protease	FadD28 binding	CCHFV vOTU inh	PrPC surface inh	UGM FP inh	BioA inh	BoNT-F LC inh	FBA Mtb inh	GDH-TPI counter
- CCOc1ccc(C(C)=O)cc1Cn1c(=O)oc2ccccc21
 : -1.4	nt	3	4	0.0	10	-15	2	-4
- CC(C)(C)NC(=O)COC(=O)CCC(=O)c1cccs1
 : -1.3	-0.4	1	2	0.4	nt	-2	6	8
- CC(=O)c1cccc(NC(=O)COC(=O)[C@@H](NC(=O)OCc2ccccc2)C(C)C)c1
 : -0.3	-5.4	-4	5	-1.9	6.0	6	0	2
- OCCC1CN(Cc2ccc(F)cc2Cl)CCN1CCc1ccccc1 (configuration not stated)
 : 3.4	0.1	5	-4	2.4	0.5	?	-1	2
- CCCc1nc2cc(Cl)c([N+](=O)[O-])cc2o1
 : -0.1	-3.6	-7	-9	-1.2	nt	-2	-6	0
- Cc1nc(SCC#N)c2c3c(sc2n1)CCC3
 : 0.7	-1.6	12	-4	-5.1	0.7	-17	1	5
- C=CCNC(=O)C(C)Sc1ccc(Cl)cc1 (configuration not stated)
 : 0.2	-1.3	14	5	-1.4	-1.2	-3	-1	6
- COc1ccc(C)cc1N(CC(=O)NCCN1CCOCC1)S(=O)(=O)c1ccccc1
 : 0.3	-0.2	21	-3	-0.9	nt	3	2	-2
- CC(CNc1nc2ccccc2n2cnnc12)c1ccccc1 (configuration not stated)
 : -0.1	-2.8	4	11	-1.5	3.9	-20	5	-3
- O=C(NCCc1ccc(Cl)cc1)C1CCN(C(=O)c2sccc2-n2cccc2)CC1
 : 0.0	-3.0	-1	-4	3.2	nt	3	1	10
- O=C(Oc1ccc(-c2ccccc2)cc1)N1CCOCC1
 : ?	-2.5	-17	-5	0.0	-0.6	-2	4	0
- CCOC(=O)C1=CN(Cc2cccc(Br)c2)S(=O)(=O)NC1C (configuration not stated)
 : 0.2	-1.6	6	0	nt	0.9	1	2	-5
- O=[N+]([O-])c1ccc(CN2CCSCC2)cc1
 : 0.4	-7.2	-4	-3	3.6	nt	-1	1	5

(further entries)
SMILES	BoNT A protease	FadD28 binding	CCHFV vOTU inh	PrPC surface inh	UGM FP inh	BioA inh	BoNT-F LC inh	FBA Mtb inh	GDH-TPI counter
O=Cc1cn(CC(=O)N2CCCc3ccccc32)c2ccccc12	-0.5	0.0	12	-6	-0.9	15	0	1	-4
COc1ccc(N(C)S(=O)(=O)c2cccc(C(=O)N3CCN(Cc4ccc5c(c4)OCO5)CC3)c2)cc1	0.5	-2.4	-2	16	nt	3.6	-3	-2	-4
CCOc1ccccc1OCCCC(=O)N1CCN(S(=O)(=O)c2ccc(C)cc2C)CC1	-1.3	-1.9	27	3	0.6	nt	2	1	-4
N/C(=N\OC(=O)CCC1CCCC1)c1ccccn1	-2.1	0.7	2	6	1.0	nt	-18	1	-2
NC(=O)c1cn(C2OC(CO)C(O)C2O)c2ncnc(N)c12 (configuration not stated)	0.3&0.5	-1.7&1.5	4&1	56*	-0.9	-1.4	4&7	2&3	3&-1
O=C(CN(Cc1ccccc1)S(=O)(=O)c1ccccc1)N/N=C/c1ccc([N+](=O)[O-])cc1	-0.8	-2.2	23	-10	-1.1	1.9	-9	0	23
CC1(C)C(=O)Nc2ccccc2N1C(=O)COC(=O)c1cccnc1	-0.6	-1.8	4	-1	0.6	-0.2	-2	1	8
Cc1oc(=O)c(NC(=O)c2ccccc2)cc1C(N)=O	-0.4	-0.1	-1	0	0.0	nt	1	1	6
CC1(C)OC2CCN3C(C(O)COS3(=O)=O)C2O1 (configuration not stated)	-0.3	-1.5	4	-1	-2.9	-3.5	6	6	1
Fc1cc(F)c(C2SCCN2C(=S)Nc2cccc(C(F)(F)F)c2)c(F)c1 (configuration not stated)	-4.1	-0.8	-3	-2	1.5	-1.0	-13	2	-2
O=C1C=C(c2c(O)ccc3ccccc23)c2ccccc2C1=O	1.3	0.3	9	-1	nt	nt	29	-13	-67
CCCn1nnc(NC(=O)c2ccco2)n1	0.5	-0.6	-13	-3	-3.5	1.2	-1	1	8
Cc1ccc(-n2c(C(C)C)nc3oc4ccccc4c(=O)c3c2=O)cc1	?	-1.1	-14	6	1.8	nt	?	-2	0
COc1ccc(N2CCN(C(=O)NCc3ccc(OC)c(Cl)c3)CC2)cc1	-1.3	-0.7	-10	8	0.2	nt	-3	-1	6
CCC(C)[C@H](NC(=O)[C@@H]1Cc2c([nH]c3ccccc23)C2c3ccccc3C(=O)N21)C(=O)N1CCC[C@@H]1C(=O)O (some centres not stated)	-0.5	-0.6	1	-2	3.0	1.2	-2	1	-4
CCN(CC)CCN(C(=O)c1ccc(C(=O)c2ccccc2)cc1)c1nc2c(OC)cccc2s1	-0.2	-3.7	19	-3	3.3	-1.0	-3	-3	1
CN(C)c1ccc(C2CC(=O)OC3=C2C(=O)CC(C)(C)C3)cc1 (configuration not stated)	-0.1	-0.1	10	7	1.8	nt	-2	0	5
Cc1ccc(S(=O)(=O)N2CCCN(C)c3nc4ccccc4nc32)cc1	9.8	0.6	3	1	-7.2	-6.0	-7	13	20
CS(=O)(=O)Nc1ccc(S(=O)(=O)N2CCCCCC2)cc1	-0.2	-2.0	-16	7	0.6	-1.4	-4	2	8
Cc1ccc(-n2nc(C)c(NC(=O)CCl)c2C)cc1	-0.1	0.5	10	-8	-1.2	5.1	3	1	12
Cc1ccc(S(=O)(=O)N2CCC(C(=O)NCCCN3CCOCC3)CC2)cc1C	4.2	?	-10	1	-1.1	-0.5	-4	0	1
Cc1cccc(OCCCn2c(=O)oc3ccccc32)c1	-0.4	-3.6	22	4	-2.8	1.5	-7	0	-10
O=C(c1ccc(CS(=O)(=O)c2ccc(Br)cc2)o1)N1CCN(C2CCCCC2)CC1	0.1	0.4	3	-5	1.8	-1.3	-5	7	4
Cn1c(=O)c2cc(NC(=O)NCCc3ccccc3)ccc2n1Cc1ccc(F)cc1	0.3	-1.9	-102	14	nt	2.1	1	186*	-6
Cc1cc(Br)ccc1NC(=O)CNC(=O)c1cnn(C)c1	0.6	-4.4	-9	6	-1.6	-0.3	-1	0	14
O=C1OC(=O)c2c(Br)c(Br)c(Br)c(Br)c21	0.2	-3.3	7	3	1.7	-1.6	-2	-4	-4
Cc1ccc2nc(NC(=O)c3ccc(NS(=O)(=O)c4cccs4)cc3)sc2c1	0.2	1.5	-1	6	0.9	nt	0	6	10
Cn1c(N)c(C(=O)COC(=O)CCCN2C(=O)c3ccccc3C2=O)c(=O)n(C)c1=O	-0.9	-1.5	4	3	-3.4	-1.2	-3	3	2
Cc1ccc(N(Cc2cc3ccc(C)cc3[nH]c2=O)S(C)(=O)=O)c(C)c1	0.7	-1.5	8	-6	1.5	2.6	-5	3	13
CC1(C)Oc2ccccc2OC1(O)c1ccc2ccccc2n1 (configuration not stated)	-0.4	-3.0	0	2	-0.6	0.6	-5	1	2
COc1ccc(CNC(=O)CCc2ccc(S(=O)(=O)N3CCCCCC3)cc2)cc1OC	nt	-2.9	13	-4	nt	0.3	nt	-1	3
COc1cc2cc(C(=O)N3CCN(Cc4ccc5c(c4)OCO5)CC3)[nH]c2cc1OC	3.2	1.3	-3	-2	-1.1	-1.8	-2	24	18
CC(C)[C@H](NC(=O)Nc1ccccc1F)C(=O)O	0.3	-2.0	8	0	3.9	nt	0	3	-4
Cc1cc(S(=O)(=O)NCc2ccccc2)ccc1OCC(=O)N1CCN(C)CC1	-1.6	0.5	-10	-1	1.7	-0.4	-18	3	-4
CCCn1cc(SCC(=O)NCc2ccc3c(c2)OCO3)c2ccccc21	-0.9	1.0	2	2	-0.8	-2.3	-10	2	1
Cc1no[n+]([O-])c1COc1ccc(/C=C2\NC(=S)NC2=O)cc1	-0.2	nt	-2	-2	1.8	nt	-24	3	39*
Cc1ccc(N2CC(C(=O)Nc3nnc(C)s3)CC2=O)cc1 (configuration not stated)	0.2	-2.2	3	6	3.3	0.7	-9	-4	5
Cc1ccccc1OCCC(=O)N1CCN(S(=O)(=O)c2ccc(Cl)cc2)CC1	0.2	-1.8	4	-6	-2.0	0.9	0	-1	4
C=CCn1c(Cc2cccc3ccccc23)n[nH]c1=S	-0.9	-0.5	-1	0	4.5	1.4	-1	-3	5
CNc1snc(C)c1C(=O)OCC(=O)N(C)Cc1ccccc1	-0.5	-3.5	2	8	-1.0	0.6	-14	-3	1
Cc1ccc(CN=c2c([N+](=O)[O-])nn(-c3ccc4c(c3)OCCO4)n2O)cc1	-0.3	-3.4	-10	-18	1.6	-0.5	0	-6	5
Cc1c(NC(=O)c2ccc(N(C)S(C)(=O)=O)cc2)c(=O)n(-c2ccccc2)n1C	-2.4	-3.4	23	4	-1.5	1.8	-15	4	-7
CN(c1ccc(O)cc1)c1nc(-c2cccnc2)cs1	-4.2	-1.5	-13	-7	0.5	18	?	0	8
Cc1ccc2c(CC(=O)NCC(=O)Nc3c(C)cccc3C)coc2c1	11	1.3	-13	6	-0.2	nt	?	3	7
CCCC(CCC(=O)OC)(C(=O)OCC)c1csc(N)n1 (configuration not stated)	-0.8	-0.9	4	-4	-1.7	1.4	-6	2	13
COc1ccccc1NC(=S)NCc1ccccc1	-1.2	-2.4	6	9	-1.7	1.9	-8	0	-2
